M. tuberculosis GlmU = inhibition of mycobacterial GlmU enzyme – biochemical, glucosamine-1-phosphate acetyltransferase (AID 1376); Bifunctional protein GlmU (Mycobacterium tuberculosis (strain ATCC 25618 / H37Rv)); M. tuberculosis GlmU acetyltransferase enzyme assay; higher % means a stronger effect; one-dose inhibition, %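 (tested at 30 µM in the primary screen)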; IC50 in µM for titrated hits; hit rate 0.25% among 220,000; in the data active = inhibition above about 13%;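 note: 0% = complete reaction with vehicle and 100% = reaction without substrate; strong numbers were not always called active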
Mtb RmlCD inh = M. tuberculosis RmlC/RmlD coupled enzyme inhibitors, primary screen, biochemical, compound mixtures, 384-well, from 1536-well plates. AID 1533, 2009. dTDP-4-dehydrorhamnose reductase (Mycobacterium tuberculosis (strain ATCC 25618 / H37Rv)) …. RmlC+RmlD coupled enzyme assay, percent inhibition; primary screen in compound mixtures. hit rate 0.03% among 160,000. inhibition, % at 3.6 µM; in the data active = inhibition mostly above about 34%, no sharp cut-off; note: some results filed as inactive read as strong as hits
Target sequence (P9WH09 whole entry, looked up): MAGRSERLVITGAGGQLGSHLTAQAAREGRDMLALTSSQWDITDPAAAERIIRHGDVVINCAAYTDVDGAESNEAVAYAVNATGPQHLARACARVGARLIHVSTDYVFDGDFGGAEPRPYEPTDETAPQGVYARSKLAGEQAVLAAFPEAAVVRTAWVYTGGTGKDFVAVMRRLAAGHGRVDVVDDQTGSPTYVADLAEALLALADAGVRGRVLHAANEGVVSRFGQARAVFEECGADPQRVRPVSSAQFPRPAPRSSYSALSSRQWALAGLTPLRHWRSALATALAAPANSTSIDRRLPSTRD
Target sequence (P9WH11 whole entry, looked up): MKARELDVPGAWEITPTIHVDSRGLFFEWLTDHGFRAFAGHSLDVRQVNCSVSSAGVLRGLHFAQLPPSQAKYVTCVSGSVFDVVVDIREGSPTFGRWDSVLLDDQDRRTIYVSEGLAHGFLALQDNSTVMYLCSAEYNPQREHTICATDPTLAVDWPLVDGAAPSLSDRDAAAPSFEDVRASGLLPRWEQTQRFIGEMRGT
* = called active by the depositor; . = not tested or not shown. Not all compounds are listed (hit frequency here may not be typical).

SMILES	Mtb RmlCD inh	M. tuberculosis GlmU
Cc1cc(NC(=O)CSc2cn(CCNC(=O)c3ccc(F)cc3)c3ccccc23)no1	9	-5.8%
Cc1cccc(NC(=O)C2CCCN(S(=O)(=O)c3ccc4c(c3)oc(=O)n4C)C2)c1 (configuration not stated)	5	0.4%
O=C(Nc1ccccc1C(=O)NCCc1ccccc1)c1ccco1	.	-2.4%
CNC(=O)COc1ncnc2sc(C)c(C)c12	-10	-1.8%
OC(C#Cc1ccccn1)c1cccs1 (configuration not stated)	-5	0.2%
O=C(OCC(=O)N1CCN(C(=O)c2ccco2)CC1)c1sc2ccccc2c1Cl	.	1.7%
COCc1cc(C)nc(N/N=C/c2ccc(Cl)c(Cl)c2)c1C#N	2	-11%
COc1ccc(NC(=O)C(CCS(C)(=O)=O)NC(C)=O)cc1 (configuration not stated)	.	18%*
Cc1ccccc1Oc1ccc(-c2nc(N)nc(N)n2)cc1	.	-1.4%
COC(=O)/C(=C/c1cn(C(C)=O)c2ccccc12)[N+](=O)[O-]	-10	9.0%
CN1CCN(Cc2nc(Cc3cccc(F)c3)no2)CC1c1ccccc1 (configuration not stated)	-10	-2.0%
N#Cc1c(N)nc(SCc2ccccc2)c(C#N)c1-c1ccco1	-7	-1.3%
COCCCNC(=O)CCc1nc(-c2ccccc2)no1	-10	1.3%
Cn1c(=O)c2c(nc(CN3CCN(Cc4ccccc4)CC3)n2CCN2CCOCC2)n(C)c1=O	.	-0.2%
CCc1ccccc1NC(=O)CSc1nnc(CCNC(=O)OC(C)(C)C)o1	.	-2.2%
Cc1cc(C)c(NC(=O)C(C)Sc2nnc(-c3ccco3)n2-c2ccccc2)c(C)c1 (configuration not stated)	.	-7.6%
CCC1Oc2ccccc2N(CC(=O)NCCCN2CCCCC2C)C1=O (configuration not stated)	.	-3.2%
O=C(O)CCC(=O)Nc1ccc(C(=O)N2CCCCC2)cc1	.	4.0%
CN(Cc1ccccc1)S(=O)(=O)c1ccc(Cl)c(C(=O)OCC(N)=O)c1	17	-2.1%
O=C(COC(=O)CNC(=O)c1ccco1)Nc1ccc(Cl)cn1	-7	2.5%
COc1cc2c3nnc(-c4ccccc4)c-3cn(Cc3ccc(F)cc3)c2cc1OC	.	6.9%
COC(=O)C1CSC(C(=O)OC)N1C(=O)Nc1c(C)cccc1C (configuration not stated)	.	1.0%
C/C(CC(=O)NC(C)(C)C)=N\NC(=O)c1ccccc1N	-1	-7.4%
O=C(O)C1C2C=CC3(CN(C4CCCC4)C(=O)C13)O2 (configuration not stated)	11	2.5%
Cc1ccc(S(=O)(=O)NCCCNc2ccc([N+](=O)[O-])cc2)cc1	5	-9.8%

Arranged by count of non-hydrogen atoms (largest number first): part of the list above.
SMILES	Mtb RmlCD inh	M. tuberculosis GlmU
Cn1c(=O)c2c(nc(CN3CCN(Cc4ccccc4)CC3)n2CCN2CCOCC2)n(C)c1=O	.	-0.2%
CN(Cc1ccccc1)S(=O)(=O)c1ccc(Cl)c(C(=O)OCC(N)=O)c1	17	-2.1%
O=C(O)CCC(=O)Nc1ccc(C(=O)N2CCCCC2)cc1	.	4.0%

Looked up one by one from the list above, two records:
SMILES	Mtb RmlCD inh	M. tuberculosis GlmU
COC(=O)/C(=C/c1cn(C(C)=O)c2ccccc12)[N+](=O)[O-]	-10	9.0%
C/C(CC(=O)NC(C)(C)C)=N\NC(=O)c1ccccc1N	-1	-7.4%

Single values from the list.
Mtb RmlCD inh, `CN1CCN(Cc2nc(Cc3cccc(F)c3)no2)CC1c1ccccc1` (configuration not stated) : -10
M. tuberculosis GlmU, `O=C(O)C1C2C=CC3(CN(C4CCCC4)C(=O)C13)O2` (configuration not stated) : 2.5%
M. tuberculosis GlmU, `O=C(Nc1ccccc1C(=O)NCCc1ccccc1)c1ccco1` : -2.4%
Mtb RmlCD inh, `COCc1cc(C)nc(N/N=C/c2ccc(Cl)c(Cl)c2)c1C#N` : 2

(list continues)
SMILES	Mtb RmlCD inh	M. tuberculosis GlmU
O=C(NCc1cccs1)c1cccnc1Cl	-15	2.6%
CN(C)CCCNC(=O)c1cc2c3ccccc3n(C)c2s1	.	-2.2%
COc1ccc(Cc2nnc(SCc3ccc([N+](=O)[O-])cc3)o2)cc1	.	-2.9%
O=c1nc(-c2ccccc2)cn[nH]1	.	0.4%
O=C1c2ccccc2C(=O)N1CCCCN(C(=O)c1cc([N+](=O)[O-])ccc1Cl)c1ccc(Cl)cc1	9	-8.3%
O=C(O)CCSc1nnc(-c2ccc3c(c2)OCO3)o1	2	-3.5%
CCN=C1SC(CC(=O)Nc2ccccc2)C(=O)N1CC (configuration not stated)	6	0.8%
N#C/C(=C\c1cccs1)C(=O)NCc1ccccc1	8	0.0%
NC(=O)CSc1nnc2ccc(-c3ccco3)nn12	-6	-4.3%
CCN1CCN(CCNC(=O)c2ccc(/C=C3/Sc4ccccc4N(Cc4cccc(C)c4)C3=O)cc2)CC1	-9	-3.9%
COC(=O)CNC(=O)C1CCCN1C(=O)CNC(=O)OC(C)(C)C (configuration not stated)	.	0.9%
Cc1cccc(N2CCN(S(=O)(=O)c3cccc4nonc34)CC2)c1C	19	-4.3%
CCOC(=O)c1cnn(CCOC(=O)c2ccc(F)cc2)c1NC(=O)c1ccc(F)cc1	-5	-3.4%
Cc1ccsc1-c1nc(CSCC(=O)NCCN2CCCC2)c(C)o1	-14	3.3%
COc1ccc(N2CCN(C(c3ccccc3OC)c3nnnn3Cc3ccco3)CC2)cc1 (configuration not stated)	-6	0.3%
Cn1cccc1Cc1nnc(SCC(N)=O)n1-c1ccc(F)cc1	.	8.5%
CCc1ccccc1N/C(=N\S(=O)(=O)c1ccccc1)C(F)(F)F	-7	-0.5%
Cc1[nH]c2ccccc2c1C(=O)CSc1nc2ncc(Cl)cc2[nH]1	2	-3.0%
CN(C)CCN1C(=O)C2C3C=CC(C3)C2C1=O (configuration not stated)	-17	1.6%
C=CCn1c(COc2ccc(CC)cc2)nnc1SCC(=O)N(C)C1CCS(=O)(=O)C1 (configuration not stated)	.	-1.2%
CCOC(=O)C1C(=O)C=C(c2cccc(NS(C)(=O)=O)c2)CC1c1ccco1 (configuration not stated)	.	-1.2%
CC(=O)Oc1ccc(C(c2ccc(OC(C)=O)cc2)c2ccccn2)cc1	.	-2.9%
Cc1cccc(NC(=O)c2n[nH]c([N+](=O)[O-])c2Br)c1C	-3	3.8%
COc1ccc(CNC(=O)CNS(=O)(=O)c2ccc(Cl)cc2)cc1	10	4.1%
Cc1cc(C)nc(N2CCC(C(=O)Nc3ccc(Oc4ccccc4)cc3)CC2)n1	6	4.5%
O=[N+]([O-])c1ccc(N2CCCC2)cc1N1CCCC1	-4	0.5%
CCC(Cc1ccccc1)NC(=O)CN(C)S(=O)(=O)c1ccc2c(c1)c(=O)n(C)c(=O)n2C (configuration not stated)	-9	1.7%
O=C(CSc1cccc[n+]1[O-])c1cccs1	.	-2.4%
S=c1nccc(-c2cc(Cl)sc2Cl)[nH]1	11	-3.1%
CCCNc1nc2c(c(=O)n(C)c(=O)n2C)n1Cc1ccc(F)cc1	2	0.4%
COCCOC(=O)C1=C(C)Nc2cc(=O)[nH]c(=O)n2C1c1cccc([N+](=O)[O-])c1 (configuration not stated)	21	-8.4%
CCn1c(SCC(=O)NCc2ccccc2)nc2nc3c(cc2c1=O)CCCC3	-13	-3.1%
CCNC(=S)Nc1cc(OCC)c(NC(=O)c2cccs2)cc1OCC	.	-2.2%
O=C(NCCN1CCOCC1)c1sc2ccccc2c1Cl	-14	0.1%
O=C(CSc1nnc(NC(=O)C2CCC2)s1)NC1CC1	.	2.4%
COc1ccc(CNC(=O)C2CCCN2S(=O)(=O)c2ccc(C)cc2)cc1 (configuration not stated)	-12	1.7%
Nc1nnc(CC(=O)N/N=C\c2ccc(-c3cccc(Cl)c3)o2)s1	.	2.5%
CC(=O)c1c(C)[nH]c(-c2ccccc2)c1C	4	1.5%
Cc1nc(NC(=O)COc2ccccc2)sc1C(=O)Nc1ccccc1	.	6.1%
Cc1ccc(SCc2c(C(=O)N/N=C/C3CC=CCC3)nnn2-c2nonc2N)cc1 (configuration not stated)	10	3.4%
CC1CN(C(=O)c2cc3ccccc3oc2=O)CC(C)O1 (configuration not stated)	.	1.4%
COc1ccc(CNC(=O)COC(=O)/C=C/c2ccco2)cc1	-9	3.5%
N#Cc1ccccc1NC(=O)COC(=O)CCc1ccc(S(=O)(=O)N2CCCCC2)cc1	9	2.4%
CC(=O)c1c(C)[nH]c(C(=O)Nc2ccc(C)c(C)c2)c1C	35	-2.9%
COCc1cc(C)nc(SCC[N+](C)(C)CC(=O)c2ccccc2)c1C#N	-12	2.6%
CCn1cc(Br)c(C(=O)Nc2ccc(Cl)cc2Cl)n1	17	1.6%
COc1ccc(CC(=O)Nc2ccc(C(=O)Nc3ccccc3C(=O)O)cc2)cc1OC	-11	3.7%
N#Cc1ccc(CSc2nnc(-c3ccncc3)o2)cc1	5	-1.5%
COc1cc(NC(=O)c2ccco2)c(C(=O)OCC(=O)Nc2ncc(Cl)cc2Cl)cc1OC	.	2.2%
O=C(NCc1cccc(F)c1)C1CCN(C(=O)c2sccc2-n2cccc2)CC1	-12	1.6%

Grouped by structure, the entries above containing a tert-butyl group.
SMILES	Mtb RmlCD inh	M. tuberculosis GlmU
CCc1ccccc1NC(=O)CSc1nnc(CCNC(=O)OC(C)(C)C)o1	.	-2.2%
C/C(CC(=O)NC(C)(C)C)=N\NC(=O)c1ccccc1N	-1	-7.4%
COC(=O)CNC(=O)C1CCCN1C(=O)CNC(=O)OC(C)(C)C (configuration not stated)	.	0.9%

(further entries)
SMILES	Mtb RmlCD inh	M. tuberculosis GlmU
Cc1cc(C)cc(C(=O)OCC(=O)Nc2cccc(S(=O)(=O)NC3=NCCCCC3)c2)c1	12	1.0%
COc1ccc(CCNC(=O)c2cc(-c3ccc(C)cc3O)n[nH]2)cc1OC	-7	1.6%
Cc1ccc(F)cc1NC(=O)N1CCCN(c2ccc(C(F)(F)F)cn2)CC1	-12	-0.4%
CC(C)CCNC(=O)c1c[nH]c2ccc(S(=O)(=O)N3CCC4(CC3)OCCO4)cc2c1=O	.	-2.7%
Cc1nn(-c2ccccc2C(=O)O)c(=O)c2ccccc12	-6	4.1%
O=C(NCc1ccccc1)C1(C(F)(F)F)C/C(=C\CCO)CCCO1 (configuration not stated)	.	-1.9%
O=C(C1CCCN(S(=O)(=O)c2cccc3nonc23)C1)N1CCN(c2cccc(Cl)c2)CC1 (configuration not stated)	-6	-2.2%
CCOC(=O)c1c(NC(=O)C2=C(C)NC(=S)NC2c2ccc(CC)cc2)sc(C)c1C (configuration not stated)	3	-5.1%
COc1ccc(N2C(=O)CC(NCCNc3ccc([N+](=O)[O-])cn3)C2=O)cc1 (configuration not stated)	-14	-4.1%
C=CCNc1nc(Cl)nc(Nc2ccc(OC)cc2)n1	.	-2.2%
Clc1ccc2oc(-c3cccnc3NCc3ccccc3)nc2c1	-2	2.7%
CC(OC(=O)c1cccc(S(=O)(=O)Nc2cccc(C(F)(F)F)c2)c1)C(=O)Nc1ccc2c(c1)OCCO2 (configuration not stated)	2	-5.0%
Cc1ccc(-c2nc(CSCC(=O)N3CCN(c4ccccn4)CC3)c(C)o2)cc1	7	3.1%
CCCc1ccc(Oc2coc3cc(OCC(=O)Nc4ccccc4C)ccc3c2=O)cc1	.	1.0%
COc1ccc(CCNc2ccncn2)cc1OC	.	-5.8%
CCCCOC(=O)Nc1nnc(C(C)C)s1	3	2.5%
Cc1nc(NC(=O)c2ccco2)sc1-c1csc(Nc2ccc(Cl)cc2Cl)n1	2	-2.5%
COc1ccc(S(=O)(=O)NCC2CCC(C(=O)NCc3ccco3)CC2)cc1 (configuration not stated)	4	7.2%
O=C(CCN1C(=O)c2ccccc2C1=O)C1=NN[C@@H]2C(=O)N(c3ccc4c(c3)OCO4)C(=O)[C@H]12	10	2.4%
Nc1nc2nonc2nc1N1CCCCC1	.	6.2%
CCOC(=O)c1c(CN(CC)CC)oc2cc(Br)c(O)cc12	-6	-4.2%
CCn1nc([N+](=O)[O-])c2c(-c3nc4ccccc4o3)c(N)n(CCCOC)c2c1=O	12	9.9%
CC(=O)c1cc(N2CCC(C(=O)O)CC2)ccc1[N+](=O)[O-]	7	-0.5%
CC1CCN(S(=O)(=O)c2ccc3ncn(CC(=O)N(C)Cc4ccccc4)c(=O)c3c2)CC1	6	1.5%
CCOC(=O)N1CCN(C(=O)CCNS(=O)(=O)c2cc(Br)cnc2N)CC1	6	2.2%
COc1cccc(C(=O)N2N=C(c3cccc(OC)c3)CC2(O)C(F)(F)F)c1 (configuration not stated)	.	0.4%
CC(=O)c1ccc(NC(=O)C(C)NCc2ccccc2Cl)cc1 (configuration not stated)	9	6.8%
COc1ccc(-c2nnc(SCC(=O)NCCc3ccccc3)o2)cc1	.	-2.6%
O=C(Nc1ccc(S(=O)(=O)N2CCCCC2)cc1)c1ccccc1Cl	.	1.6%
O=C(O)c1ccc(-c2noc(-c3ccccc3F)n2)cc1	.	-5.0%

High-throughput results from PubChem.
